MT1-MMP act inh = inhibitors of human MT1-MMP activation | P50281 | 0.061% of 360,000 active | HT1080 RFP-PRO-GFP cells, GFP/RFP ratio fluorescence, overnight; percent of plate control window, DMSO zero | GFP/RFP ratio change, % at 20 µM;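 active = GFP/RFP ratio change of at least 30% with cell ATP level not reduced by more than half and red fluorescence within 50% of control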; note: strong numbers were not always called active
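Compound: 20 µM single dose, 1% DMSO / System: HT1080 RFP-PRO-GFP cells / Controls: DMSO and RFP-L50D-GFP cell wells / Read-out basis: GFP/RFP fluorescence ratio / Schedule: overnight compound exposure at 37 °C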
CendR NRP1 mod = NRP-1/CendR interaction modulation; inhibition, % at 25 µM; 0.85% of 360,000 active; FAM-RPARPAR peptide binding to NRP-1, fluorescence polarization; O14786;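 active = inhibition or corrected inhibition above about 18%, plus a signal ratio from 0.5 to 1.5, limit read from the data, passing the limit was not always enough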; note: strong numbers were not always called active
SKN-1 inh = C. elegans SKN-1 inhibition; C. elegans VP596 Pgst-4::GFP/RFP ratio, acrylamide-induced, 24 h; inhibition, % at 21.8 µM; 0.49% of 360,000 active; AID 624304;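 active = interference check ratio from 0.5 to 1.5 plus GFP to RFP signal ratio inhibition reaching or exceeding a fixed threshold, cut at about 30% in these data, passing the limit was not always enough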; note: some compounds called inactive have numbers as strong as hits
Rpn11 inh = inhibitors of human proteasome Rpn11; O00487; human 26S proteasome, Ub4-pepOG fluorescence polarization; 20S core pre-blocked with epoxomicin; calls only at 20 µM; 0.59% of 360,000 active;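 active = inhibition at 20 µM, scaled to each plate's controls, above about 33%, limit read from the data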
Target sequence (O00487 whole entry, looked up): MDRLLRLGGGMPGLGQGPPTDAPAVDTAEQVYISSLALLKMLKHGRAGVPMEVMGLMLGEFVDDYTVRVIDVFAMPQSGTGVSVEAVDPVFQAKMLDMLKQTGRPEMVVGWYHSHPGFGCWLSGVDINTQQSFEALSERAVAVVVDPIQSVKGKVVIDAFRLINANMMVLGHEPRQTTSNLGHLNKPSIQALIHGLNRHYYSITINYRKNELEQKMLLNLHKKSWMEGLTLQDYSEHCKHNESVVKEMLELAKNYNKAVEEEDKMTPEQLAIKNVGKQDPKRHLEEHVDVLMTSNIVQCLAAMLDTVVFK
DNMT1 block = inhibitors of human DNMT1. DNMT1 molecular beacon, Hinp1I cleavage, fluorescence. inhibition (reported as % activation of signal), % at 10 µM. 0.83% of 360,000 active; in the data active = inhibition above about 50%
Scp1 inh = inhibitors of human Scp-1 phosphatase; inhibition, % at 20 µM; Recombinant Scp1, phosphopeptide, malachite green phosphate absorbance; 0.88% of 340,000 active;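 active = inhibition above about 50% at 20 µM, limit read from the data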;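 note: plate controls were DMSO wells with enzyme for no effect and wells lacking enzyme for full effect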
Target sequence (Q9GZU7 76-261 limits assumed): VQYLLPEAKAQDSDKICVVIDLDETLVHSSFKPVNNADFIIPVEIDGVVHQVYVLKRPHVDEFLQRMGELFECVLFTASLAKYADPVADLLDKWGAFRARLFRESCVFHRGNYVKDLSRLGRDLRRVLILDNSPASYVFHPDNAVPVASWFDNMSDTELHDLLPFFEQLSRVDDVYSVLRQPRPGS
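Test system: SCP-1 phosphatase catalytic domain, residues 76-261 | Compound dosing: One concentration, 20 µM, with 1.0% DMSO | Schedule: 45 min room-temperature reaction, 5 min colour, 30 min stabiliser | Detection: Absorbance at 630 nm | Read-out basis: % inhibition of SCP-1 phosphate liberation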
LMPTP block = LMPTP (human) inhibition; P24666; recombinant LMPTP-A, OMFP fluorogenic substrate, fluorescence intensity; inhibition, % at 20 µM; 0.22% of 360,000 active; AID 651560;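 active = compounds that cut the enzyme signal by at least half of the control window in the single-dose screen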;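 note: plate controls were DMSO wells with enzyme plus substrate for no effect and substrate without enzyme for full effect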
Target sequence (P24666 whole entry, looked up): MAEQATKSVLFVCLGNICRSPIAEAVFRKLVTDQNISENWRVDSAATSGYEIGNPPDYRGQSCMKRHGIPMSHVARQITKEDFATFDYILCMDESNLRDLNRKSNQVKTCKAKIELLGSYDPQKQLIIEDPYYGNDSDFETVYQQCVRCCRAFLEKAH
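test system = LMPTP-A | amount = 0.625 nM LMPTP-A final | reagent = fluorogenic phosphatase substrate OMFP at 400 µM final | incubation = 50 min at room temperature | benchmarks = no-enzyme low control, uninhibited high control | medium = Bis-Tris pH 6.0, DTT, detergent | signal = fluorescence intensity of OMFP turnover product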
SUMO1 PPI mod = modulators of human SUMO1-mediated protein-protein interactions; 0.33% of 360,000 active; inhibition, % at 20 µM; AID 602429; SUMO1 binding to a labelled peptide, TR-FRET, 1 h; in the data active = inhibition above about 37%
Target sequence (P63165 whole entry, looked up): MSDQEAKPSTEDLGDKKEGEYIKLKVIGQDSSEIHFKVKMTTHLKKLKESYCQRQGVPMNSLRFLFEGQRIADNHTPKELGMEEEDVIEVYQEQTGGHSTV
NadD inh = NadD (S. aureus) enzyme inhibition; purified NadD enzyme, colorimetric absorbance read-out; inhibition, % at 20 µM; 0.78% of 360,000 active; in the data active = inhibition above about 26%; note: some compounds past the cut are filed as inactive
STEP block = STEP (human) phosphatase inhibition. P54829. recombinant STEP, OMFP fluorogenic substrate, fluorescence. inhibition, % at 20 µM. 0.25% of 360,000 active;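 active = inhibition at 20 µM, scaled per plate between control wells, above about 37%, limit read from the data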;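 note: 0% = DMSO with enzyme and substrate and 100% = substrate only without enzyme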
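System: STEP phosphatase, cell-free reaction; Buffer or medium: Bis-Tris pH 6.0 buffer with DTT, detergent; Incubation: 20 min at room temperature, dark; Measured by: fluorescence, 480/540 nm.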
Active calls of the source: *; i = inactive; · = no result given.

MT1-MMP act inh,CendR NRP1 mod,SKN-1 inh,Rpn11 inh,DNMT1 block,Scp1 inh,LMPTP block,SUMO1 PPI mod,NadD inh,STEP block,compound
5.7,0.3,3.3,i,2.4,-1.9,-1.4,-8.0,-3.6,-3.4,O=[N+]([O-])c1cn(Cc2ccccc2)cn1
0.2,-8.8,19.1,i,3.2,0.2,-0.7,-6.4,4.1,-2.3,Cn1c(SCC(=O)N2CCCCC2)nc2cccnc21
-7.9,-26.6,22.3,i,-2.3,-0.7,-0.2,1.8,2.6,-0.2,COc1ccc(N2CCN(Cc3nc4sc(C)c(C)c4c(=O)[nH]3)CC2)cc1
-0.5,-5.7,-3.3,i,-0.9,·,-1.4,0.4,-2.1,-0.5,O=C(Nc1ccnn1C1CCN(Cc2ccc(CO)o2)CC1)c1cccc(F)c1
5.5,-0.6,10.5,i,-1.0,-1.9,1.5,2.5,-6.4,0.1,Cc1ccc(C(=O)OCC(=O)Nc2cc(C(C)(C)C)nn2-c2ccccc2)c(O)c1
-1.5,10.4,6.6,i,1.1,-4.4,0.9,-25.5,-2.5,0.4,C/C=C/C1=CC(=O)C[C@H](c2ccc3c(c2)OCO3)C1
-5.5,5.9,-3.1,i,1.6,0.4,-0.1,0.5,2.2,-2.4,Cc1ccc(OCC(=O)OC(C)C(=O)NC2CCCCC2C)cc1C (configuration not stated)
-10.3,-3.2,4.3,i,-2.7,-3.2,-0.5,-3.2,-5.3,-0.2,CCN(CC)C(=O)C1CCN(Cc2cn(C)nc2-c2ccc(Oc3ccccc3)cc2)CC1
5.1,-0.2,8.0,i,2.2,-5.2,-0.2,-1.7,2.8,-1.9,O=C(CC(Cc1ccccc1)C(=O)O)NCCc1ccc2c(c1)OCO2 (configuration not stated)
0.6,6.2,-12.5,i,-0.8,8.7,-2.4,1.1,-0.6,0.8,COc1ccc(CCN(C)CCC(=O)Nc2cccc(C)c2)cc1OC
4.7,5.9,3.4,i,0.7,-2.5,1.1,1.2,2.4,-0.2,Cc1cc(C)n(-c2ccn(Cc3ccc(Cl)cc3Cl)c(=O)n2)n1
1.0,-14.3,5.7,i,3.0,-14.9,-2.2,0.4,-5.2,2.7,O=c1oc2ccccc2nc1/C=C(\O)c1ccccc1
-8.3,2.8,4.8,i,-0.8,-4.8,2.0,3.3,0.0,-1.9,Cc1ccc(Nc2cc(C)nn2-c2nc(C)cc(C)n2)cc1
-6.6,-18.5,-3.5,i,5.3,-5.1,-0.1,-0.4,4.4,-1.0,O=C(Nc1ccc(Cl)cn1)c1ccc(-c2cc(Cl)ccc2Cl)o1
-13.2,0.2,0.9,i,1.9,-8.7,-2.3,2.3,0.4,2.3,C1CCN(Cc2nnnn2CC2CCCO2)CC1 (configuration not stated)
-4.9,7.9,10.8,i,-5.3,-10.3,3.9,-3.6,1.9,0.8,CCCC(C(=O)NCc1ccccc1)N(C(=O)Cn1nnc(-c2cccs2)n1)c1ccc2c(c1)OCCO2 (configuration not stated)
1.4,-6.9,-0.3,i,0.6,-0.8,-1.9,-20.1,-0.4,-1.2,COc1ccc(C(=O)CSc2ccc3nnc(-c4cccnc4)n3n2)cc1
3.6,9.6,-9.3,i,0.2,-2.6,-0.9,-7.3,-6.6,1.5,O=C(CCOc1ccc(F)cc1)Nc1nccs1
5.9,2.9,1.5,i,-1.0,-5.3,-0.1,-11.1,-1.2,2.5,O=C1CCCc2c1[nH]c1ccc(CN3CCCCC3)cc21
1.7,9.7,6.2,i,0.5,-1.3,0.7,-1.3,-2.4,-1.8,CCCCc1ccc(NC(=O)c2c(C)noc2C)cc1

In another format: results already given.
Values run as follows: MT1-MMP act inh, CendR NRP1 mod, SKN-1 inh, Rpn11 inh, DNMT1 block, Scp1 inh, LMPTP block, SUMO1 PPI mod, NadD inh, STEP block
Cc1ccc(Nc2cc(C)nn2-c2nc(C)cc(C)n2)cc1
  -8.3, 2.8, 4.8, i, -0.8, -4.8, 2.0, 3.3, 0.0, -1.9
O=C(Nc1ccc(Cl)cn1)c1ccc(-c2cc(Cl)ccc2Cl)o1
  -6.6, -18.5, -3.5, i, 5.3, -5.1, -0.1, -0.4, 4.4, -1.0

(further entries)
MT1-MMP act inh,CendR NRP1 mod,SKN-1 inh,Rpn11 inh,DNMT1 block,Scp1 inh,LMPTP block,SUMO1 PPI mod,NadD inh,STEP block,compound
0.5,-3.3,-10.3,i,1.0,0.7,0.5,3.0,-7.6,1.4,CCOc1ccccc1NC(=O)C1CCCN(S(=O)(=O)c2ccc(-n3cnnn3)cc2)C1 (configuration not stated)
2.7,14.8,-2.3,i,5.7,2.9,-2.7,0.3,-2.2,1.3,COc1ccc(Cc2nnc(SCC(=O)N3CCCCC3)o2)cc1
1.1,-15.5,9.6,i,1.8,-8.0,0.6,0.9,-2.7,-2.4,C=CCn1c(SCC(N)=O)nnc1-c1cc2c(s1)CCC(CC)C2 (configuration not stated)
9.1,9.3,25.4,i,-2.6,6.3,2.3,1.6,-2.0,2.1,COc1cc2c(cc1NC(=S)Nc1ccccc1C)oc1ccccc12
4.7,-8.5,1.2,·,·,·,0.7,2.3,5.3,·,O=c1[nH][nH]c2c1[C@@H](c1ccc(F)cc1)O[C@H](CCc1ccccc1)C2
2.2,8.7,1.5,i,-1.2,-0.8,-1.3,-0.7,-5.8,-0.5,CN(CC(=O)O)S(=O)(=O)c1ccc2[nH]c(=O)c(=O)[nH]c2c1
3.7,5.6,-0.6,i,1.6,-7.3,0.6,-0.2,0.6,-4.9,CCOC(=O)Cn1nnnc1CN1CCN(c2ccc(OC)cc2)CC1
2.5,-1.0,11.4,i,1.7,·,-0.5,-1.7,5.5,-1.1,CC1(C(=O)NS(=O)(=O)c2ccc(F)cc2F)CCN1C(=O)c1ccco1 (configuration not stated)
-1.3,-0.1,0.6,i,-3.6,-4.0,-0.1,-11.4,1.2,1.7,Cc1cc(C)nc(/N=C(\N)Nc2ccc3c(c2)OCCO3)n1
1.7,-2.1,2.3,i,0.9,-5.7,-1.1,-1.7,1.0,0.1,Cc1ccccc1C(=O)OC(C)C(=O)NCc1ccc2c(c1)OCO2 (configuration not stated)
2.5,3.7,-23.2,i,-3.0,-5.7,-2.7,5.7,1.5,1.2,CN(C)C(CNC(=O)c1cccc(S(=O)(=O)Nc2ccccc2Cl)c1)c1ccco1 (configuration not stated)
-1.2,4.8,-3.0,i,-1.6,-1.2,-1.0,-40.1,-7.2,0.9,O=[N+]([O-])c1ccc(S(=O)(=O)N2CCN(Cc3ccco3)CC2)cc1
1.8,-8.8,12.4,i,31.4,-1.7,21.1,10.6,5.1,-2.3,CC(/C=N/NC(=O)COc1ccccc1C)=N\NC(=O)COc1ccccc1C
-11.8,1.9,8.4,i,3.2,-5.4,-0.7,-1.3,5.7,-1.8,O=C(NCc1ccccn1)C(=O)Nc1ccccc1
4.5,3.3,6.4,i,-0.7,5.7,-0.2,3.6,12.1,2.5,CCCc1cc(-c2n[nH]c(=S)n2Cc2ccccc2)cs1
3.7,-5.3,-9.7,i,-2.0,-7.3,-1.2,-2.5,-2.2,1.0,CCN(CC)Cc1c(O)c(Cl)cc2c(C)c(C)c(=O)oc12
2.7,6.0,-10.9,i,1.2,-1.3,0.6,0.6,4.6,0.0,CC(=O)Nc1ccc(NC(=O)COC(=O)c2n[nH]c3ccccc23)cc1
0.0,-1.5,-5.9,i,8.3,-6.5,0.2,-4.5,0.2,0.0,COc1ccc(CCNC(=O)COC(=O)c2cc(=O)c3ccccc3o2)cc1
5.5,6.4,-0.1,i,67.7*,12.8,4.8,-4.0,-2.7,2.8,CCOc1cc(/C=C2\C(=O)NN(c3ccccc3)C2=O)cc([N+](=O)[O-])c1O
-0.9,-5.9,15.5,·,·,·,-2.3,2.2,5.5,·,O=C1NC[C@H](CCCCN2CCN(CCC3CCCCC3)C(=O)C2=O)N(CCc2ccc(O)cc2)C1=O

Continuation:
MT1-MMP act inh,CendR NRP1 mod,SKN-1 inh,Rpn11 inh,DNMT1 block,Scp1 inh,LMPTP block,SUMO1 PPI mod,NadD inh,STEP block,compound
2.8,-22.9,-2.8,i,-12.3,-22.2,5.5,0.0,9.5,1.6,CCn1c2ccccc2c2cc(NS(=O)(=O)c3ccccc3C)ccc21
-0.8,-2.7,8.4,i,2.2,-3.9,0.0,-1.3,-0.6,-4.0,CC1CC(C)(C)CC2(C1)NC(=O)N(CC(=O)OCC(=O)Nc1cc(S(=O)(=O)N3CCCCC3)ccc1Cl)C2=O (configuration not stated)
2.4,5.3,-14.2,i,1.2,-0.7,-0.6,3.9,0.9,-0.8,COc1ccc2nc(NC(=O)c3c(C)noc3C)sc2c1
1.3,5.4,14.3,i,-3.2,1.0,-0.4,1.1,-5.1,11.5,N=c1c2c3c(sc2nc2n1CCCCC2)CCCC3
4.9,-1.3,4.5,·,·,·,0.3,-2.1,·,·,COc1ccc(C(=O)NCCNc2nc3cc(C)cc(C)c3cc2C#N)c(OC)c1
-0.3,-4.2,15.0,i,-1.9,-2.0,-4.8,-3.0,-6.0,1.3,CN1CCC(=NNC(=O)C(=O)NC2CCCCC2)CC1
-12.0,-17.7,2.8,i,0.9,-5.3,0.8,2.6,-7.9,5.0,CCCNC(=S)N1CCN(C(c2ccccc2)c2ccccc2)CC1
-4.3,-25.0,19.2,i,-0.1,2.7,-0.1,0.8,4.3,-3.1,C=CCOc1ccc(/C=C2\C(=N)N3N=C(S(=O)(=O)CC)SC3=NC2=O)cc1OC
-0.4,-17.0,-7.1,i,5.2,-3.8,-0.8,9.1,-0.2,-3.4,CC1=C(C(=O)OCc2ccccc2)C(c2ccc(Cl)cc2)NC(=O)N1CCCCCC(=O)O (configuration not stated)
6.9,8.5,-1.8,i,2.6,6.8,-1.0,-1.6,13.6,1.1,CCc1nnc(NC(=O)CSc2ccc(-c3ccc(-n4cccn4)cc3)nn2)s1
2.4,7.3,-0.5,i,-0.1,-6.0,-0.6,-0.6,9.5,0.7,CC(C(=O)Nc1ncc2c(n1)CC(C)(C)CC2=O)N1C(=O)c2ccccc2C1=O (configuration not stated)
